MLL CXXC-DNA inh: inhibitors of human MLL CXXC domain-DNA interaction; Q03164; MLL-CXXC / FITC-HOXA9 DNA fluorescence polarization; 290,000 tested, 0.037% active; Potency, µM (titrated, usually from 115 µM), for inactives: at the top dose activity change, negative = inhibition, most hits filed as inhibitors; active = well fitted inhibition curve with a large enough effect in the polarisation, with a control signal flat, not every such curve was filed as active; inconclusive = small, poorly fitted or top-dose-only effect, or effect the other way, or a change in a side signal; inactive = no such curve, though single readings can be large or run the other way; the % refers to the polarisation; note: potency is the fitted concentration of half-maximal effect
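Fluorescence polarization: 7 uM MLL-CXXC (stock) preincubated 5 min with compounds, then 50 nM fluorescein-HOX-A9 DNA (stock) added; 30 min ambient. Buffer 50 mM Tris-HCl pH 7.5, 50 mM NaCl, 1 mM DTT, 0.05% BSA.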
A-T KAP1 phos: potential ataxia-telangiectasia treatment | […] A-T fibroblasts, KAP-1 phosphorylation AlphaLISA; neocarzinostatin DNA damage 30 min before lysis | Potency, µM (highest dose often 57.5 µM), for inactives: top-dose activation, usual class: activators | AID 485349 | 320,000 tested, 0.19% active; note: potency is the fitted concentration of half-maximal effect; % of control where 0% means no effect; nearly all actives have a fitted effect of over 45% in size
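hTERT-immortalized A-T patient fibroblasts ([…]), 500 cells/well in OPTI-MEM, 1% FBS, got compounds for 60 min, then NCS for 30 min at 37C. Lysates were then assayed for phospho-KAP-1 by AlphaLISA (anti-pKAP1 donor, anti-KAP1 acceptor beads), 6 hr at 25C.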
TRPV1 ag: human TRPV1 agonism. Q8NER1. TRPV1-expressing cells, Fluo-8 calcium influx, agonist mode. activation, % at 8.33 µM. 320,000 tested, 0.19% active. AID 540275; in the data active = activation above about 80%; inconclusive = between about 30% and that limit; note: 0% is about no effect
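Fluo-8 calcium influx in TRPV1-expressing cells, kinetic read (ex 480/em 520 nm). Compound added and read 3 min for agonist activity, followed by capsaicin at EC20 final and 2 min further read for enhancement.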
TCR act: T cell receptor activation. primary human leukocytes, anti-CD3, IL-2 HTRF, 48 h. Potency, µM (top dose mostly 9.22 µM), without a hit: at the highest dose activation of IL-2 secretion, usual class: activators. 330,000 tested, under 10 active; note: % of control where 0% means no effect
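Readout: HTRF IL-2, Eu-cryptate/d2 antibody pair, 320nm excitation, 665nm emission. Stimulus: a-CD3 beads, no co-stimulation. Cells: primary human leukocytes. Exposure: 48 hr with compound.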
a7 integrin act: activates integrin-mediated alleviation for muscular dystrophy | alpha7betagal myoblasts, beta-gal FDG fluorescence, 48 h | Potency, µM (top dose mostly 38.3 µM), without a hit: at the top dose activation, most hits filed as activators | 350,000 tested, 0.064% active;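 note: potency is the fitted concentration of half-maximal effect; 100% = response of the positive control SU9516; nearly all actives have a fitted effect of over 60% in size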
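Alpha7betagal+/- myoblasts (passage 13) were plated 16-24 hr, then exposed to compounds (1:260 dilution of DMSO stock) for 48 hours at 37C. After MPER lysis, β-galactosidase reporter activity was read as FDG fluorescence (ex 480/em 540) after 30 minutes.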
p53 reactivation: restores transcriptional activity of mutant p53; H1299 p53-A138V BP100-luciferase reporter, luminescence, 24 h; Potency, µM (titrated, usually from 92.2 µM), for inactives: at the top dose activity change, positive = activation, actives largely listed as activators; 320,000 tested, 0.063% active; note: potency is the fitted concentration of half-maximal effect; % of control where 0% means no effect; nearly all actives have a fitted effect of over 45% in size
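p53-null H1299 cells stably carrying temperature-sensitive p53-A138V and a BP100-luciferase reporter were pinned with compounds (4-point, 1:5 series) and held 24 hrs at 37 deg C. Luminescence was read 10 min after detection reagent.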
BRCA1 expr up: activators of BRCA1 expression. MCF7-BRCA1-FFLuc reporter, luminescence, 48 h; response scale: scaled: vehicle 0%, 10 µM genistein 100%. Potency, µM (series often up to 46.1 µM), for inactives: top-dose activation, actives largely listed as activators. 380,000 tested, 1.1% active. AID 624202; note: potency is the fitted concentration of half-maximal effect; nearly all actives have a fitted effect of over 80% in size; some results filed as inactive show a strong effect at the top dose
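MCF7-BRCA1-FFLuc, 2000 cells/well; 2 h attach, 37 °C/5% CO2; compound 48 h; luciferase substrate 15 min; luminescence end-point. Norm. to genistein 10 microM max activation and DMSO; concentration-response curves fitted.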
PTAP TSG101 blk: blocks PTAP/TSG101 interaction to inhibit HIV-1 budding; Fluorescence polarization, FITC-PTAP peptide / Tsg101 binding; Potency, µM (doses to about 115 µM), for inactives: at the highest dose activity change, negative = inhibition, hits mostly inhibitors; 340,000 tested, under 10 active; AID 493005; active = well fitted inhibition curve with a large enough effect in the main read-out, with a control signal flat, not every such curve was filed as active; inconclusive = small, poorly fitted or top-dose-only effect, or effect the other way, or a change in a side signal; inactive = no such curve, though single readings can be large or run the other way; note: potency is the fitted concentration of half-maximal effect; % of control where 0% means no effect
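Fluorescence polarization binding of Tsg101 binding domain (10 uM final) to FITC-labeled PTAP peptide (50 nM final) in HEPES pH 7.5 buffer with NaCl, Tween 20, EDTA, TCEP. Compounds added before peptide; binding 20 min at RT.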
B2AR arrestin: recruits beta-arrestin to the human beta2-adrenergic receptor. P07550. beta-arrestin recruitment to beta2AR, cell-based reporter. Potency, µM (top dose mostly 46.1 µM), without a hit: at the top dose activation, actives largely listed as activators. 330,000 tested, 0.02% active;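 note: potency is the fitted concentration of half-maximal effect; 0% = DMSO controls and full agonism = EC100 isoproterenol or metaproterenol; nearly all actives have a fitted effect of over 65% in size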
ELG1 DNA repair: ELG1-dependent DNA repair inhibition; HEK293T ELG1-luciferase reporter, luminescence, 16 h; DNA damage induced by 5-fluorouridine; Potency, µM (highest dose often 46.1 µM), without a hit: top-dose activity change, negative = inhibition, usual class: inhibitors; 330,000 tested, 2.3% active; AID 504467; note: potency is the fitted concentration of half-maximal effect; % is set by controls: 0 for no effect and ±100 for the full control effect; nearly all actives have a fitted effect of over 55% in size
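Luminescence from the luciferase reporter, measured 30 min after ONE-Glo reagent at room temperature, was the read-out. Beforehand, 2,000 cells per well were exposed for 16 hr at 37 °C to 5-fluorouridine together with compound or vehicle.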
* = called active by the depositor; ? = inconclusive; / = no result given; [ ] = dose if it differs, or a comment. Unless noted, calls come from the whole dose curve; as a rule, active = well fitted curve in the direction sought with a large enough effect; inconclusive = small, poorly fitted or top-dose-only effect, or another doubt; inactive = no such curve, though single readings can be large; an effect the other way counts as inactive or inconclusive. Rows were taken by chance. Share with any hit: about 3.8%.

smiles,MLL CXXC-DNA inh,A-T KAP1 phos,TRPV1 ag,TCR act,a7 integrin act,p53 reactivation,BRCA1 expr up,PTAP TSG101 blk,B2AR arrestin,ELG1 DNA repair
CC(NC(=O)C(=S)N1CCN(C)CC1)c1ccccc1 (configuration not stated),-8%,7%,-1,10%,0%,-1%,3%,0%,0.0%,0%
Cc1ccc(NC2c3ncccc3C(=O)N2Cc2ccco2)c(C)c1 (configuration not stated),3%,-1%,8,-3%,-25%,-3%,3%,-3%,0.1%,7%
CC(C)(CC(=O)O)CC(=O)N1CCCN(c2nccc(C(F)(F)F)n2)CC1,11%,0%,-1,7%,4µM*,-6%,0%,-5%,-0.8%,?
CCCCNC(=O)C1(O)c2cc(Br)ccc2NC(=O)N1c1cccc(OC)c1 (configuration not stated),13%,4%,-4,-2%,10%,20%,3%,-5%,0.2%,-1%
COC(=O)CCCC1=CC2=CC(=O)C(C)(OC(=O)CCc3ccccc3)C(=O)C2=CO1 (configuration not stated),2%,13%,1,-6%,6%,1%,8%,-7%,-0.3%,8%
COc1ccc(S(=O)(=O)N2CCN(CCOc3ccccc3Cl)CC2)cc1OC,/,16%,22,-5%,-4%,-11%,0%,-4%,-0.1%,?
CC1CCN(c2nc(N3CCCCC3)nc(N3CCCCC3)n2)CC1,-1%,-8%,1,1%,?,2%,-8%,3%,0.0%,0%
Cc1ccc(S(=O)(=O)N2[C@@H](c3ccccc3F)C(C(=O)O)=CC[C@H]2c2cccc(C)c2)cc1,/,0%,-4,-6%,4%,?,-22%,-3%,0.2%,9%
CCc1nnc(NC(=O)CSc2nc3ccccc3o2)s1,14%,7%,-2,-2%,4%,6%,3%,-3%,3.6%,14%
O=C(NCc1ccco1)/C(=C\c1ccco1)NC(=O)c1ccccc1Cl,7%,4%,0,1%,-12%,0%,0%,-4%,-0.1%,13%
Oc1ccc(/C=N/Nc2nccnc2Cl)c(O)c1,18%,0%,21,-3%,-2%,?,-82%,1%,-0.8%,?
CN(Cc1ccon1)C(=O)C1CCC(=O)N(CCc2ccc(Cl)cc2)C1 (configuration not stated),1%,-4%,2,-6%,0%,/,4%,-3%,-0.1%,-10%

In the list so far, these have a Cl atom.
smiles,MLL CXXC-DNA inh,A-T KAP1 phos,TRPV1 ag,TCR act,a7 integrin act,p53 reactivation,BRCA1 expr up,PTAP TSG101 blk,B2AR arrestin,ELG1 DNA repair
COc1ccc(S(=O)(=O)N2CCN(CCOc3ccccc3Cl)CC2)cc1OC,/,16%,22,-5%,-4%,-11%,0%,-4%,-0.1%,?
O=C(NCc1ccco1)/C(=C\c1ccco1)NC(=O)c1ccccc1Cl,7%,4%,0,1%,-12%,0%,0%,-4%,-0.1%,13%
Oc1ccc(/C=N/Nc2nccnc2Cl)c(O)c1,18%,0%,21,-3%,-2%,?,-82%,1%,-0.8%,?
CN(Cc1ccon1)C(=O)C1CCC(=O)N(CCc2ccc(Cl)cc2)C1 (configuration not stated),1%,-4%,2,-6%,0%,/,4%,-3%,-0.1%,-10%

Additional results
smiles,MLL CXXC-DNA inh,A-T KAP1 phos,TRPV1 ag,TCR act,a7 integrin act,p53 reactivation,BRCA1 expr up,PTAP TSG101 blk,B2AR arrestin,ELG1 DNA repair
N#Cc1ccc(/C=N/NC(=O)c2cc(-c3cccs3)nc3ccccc23)cc1,14%,-10%,-1,-1%[46.1 µM],19%,20%,-15%,-1%,-0.7%,-20%
COc1ccc(C(=O)N2CCCCC2)cc1S(=O)(=O)Nc1cccc(C(=O)O)c1,2%,2%,-2,3%[46.1 µM],26%,17%,-2%,-7%,0.1%,20%
CCc1noc(C)c1C(=O)OCC(=O)NCCc1ccc(OC)cc1,/,14%,0,3%,-9%,2%,1%,1%,-3.0%,3%
COc1ccccc1CNC(=O)C1(c2ccc(Cl)cc2)CC1,6%,16%,9,2%[46.1 µM],3%,-2%,-7%,-4%,0.3%,-4%
CCN(CC)CCN=C1CCCc2ccccc2N1,-16%,7%,-1,-6%,-9%,15%,-25%,-5%,0.1%,-4%
CCn1c(=O)c2c3c(sc2n2c(SCc4ccc(F)cc4)nnc12)CCCC3,/,/,/,-4%,6%,/,0%,-4%,/,/
CCN(CC)S(=O)(=O)c1ccc(N2CCCC2)c(NC(=O)C2=COCCO2)c1,/,2%,2,-6%,-2%,4%,-18%,2%,-0.3%,9%
CCCC(C)C(=O)OCC(=O)Nc1ccc(Br)cc1 (configuration not stated),4%,-2%,26,/,/,-1%,/,/,0.3%,?
Cc1cccc(NC(=O)CSc2nc(C)c(Cc3ccccc3)c(=O)[nH]2)c1C,-6%,-1%,1,/,/,1%,/,/,-0.1%,4%
O=c1ccn(Cc2ccccc2)c2ccccc12,-5%,23%,6,2%,5%,-5%,-28%,-4%,0.0%,12%
CC(NC(=O)C(NC(=O)C1CCCN1C(=O)OC(C)(C)C)C(C)C)C(N)=O (configuration not stated),-10%,-1%,1,1%[46.1 µM],10%,4%,2%,-3%,-0.1%,17%
O=C(N/C(=C\c1cccnc1)c1nc2ccccc2[nH]1)c1cccc(Br)c1,6%,1%,0,9%[46.1 µM],4%,-7%,-5%,-5%,-0.4%,-18%

Later entries.
smiles,MLL CXXC-DNA inh,A-T KAP1 phos,TRPV1 ag,TCR act,a7 integrin act,p53 reactivation,BRCA1 expr up,PTAP TSG101 blk,B2AR arrestin,ELG1 DNA repair
CCn1c(CNc2ccc(Cl)cc2)nnc1SCCN1CCCCC1,-2%,/,0,4%[46.1 µM],0%,8%,-36%,-4%,0.1%,2%
CC1CCN(c2ccc(NC(=S)NC(=O)c3ccco3)cc2)CC1,-3%,-2%,10,-1%,-5%,?,68%,-3%,-0.8%,?
CCCS(=O)(=O)N1CCCC(C(=O)NCCN2CCOCC2)C1 (configuration not stated),-1%,-1%,1,0%,-21%,-8%,1%,-3%,-0.7%,1%
C/C(=N\OCC(=O)Nn1c(C)nc2ccccc2c1=O)c1ccccc1,6%,-1%,-1,10%[46.1 µM],-6%,5%,-34%,-1%,-0.2%,0%
Cc1ccc(C(=O)OCC(=O)N2C(C)CCCC2C)cc1S(=O)(=O)N1CCOCC1 (configuration not stated),/,-1%,16,1%,27%,-1%,13%,1%,0.2%,?
Cc1ccc(OCC(=O)N/N=C/C=C/c2ccco2)cc1C,-3%,2%,-1,-4%[46.1 µM],-13%,?,-9%,-2%,8.4%,1%
NS(=O)(=O)c1ccc(NC(=O)COC(=O)C2CC2)cc1,/,1%,/,5%,12%,5%,1%,-4%,-0.2%,1%
C[C@@H]1ON(C)[C@H]2C[C@H]3c4cc(N5CCOCC5)ccc4CCN3C(=O)[C@@H]12,/,/,/,-3%,34%,/,0%,-4%,/,/
COc1ccc(CCN2CC(C(=O)O)CC2=O)cc1OC (configuration not stated),0%,-2%,-2,8%,-57%[inhibitor],-4%,0%,-4%,-0.8%,-1%
COc1ccc(Nc2nc(OC)nc(OC)n2)cc1,-1%,-1%,3,-4%,14%,2%,21%,-2%,-0.2%,?
O=C(Nc1ccccc1)/C(=C\c1ccco1)NC(=O)c1ccco1,5%,-7%,8,1%,-1%,6%,-26%,0%,0.5%,-10%
CN(CC(=O)Nc1ccccc1Cl)C(=O)CSc1nnc(N)s1,/,-2%,-1,-14%,-6%,-2%,10%,-3%,0.1%,-5%

New compounds follow:
smiles,MLL CXXC-DNA inh,A-T KAP1 phos,TRPV1 ag,TCR act,a7 integrin act,p53 reactivation,BRCA1 expr up,PTAP TSG101 blk,B2AR arrestin,ELG1 DNA repair
Cn1c(=O)c2c(SCC(=O)Nc3ccccc3F)nc(-c3ccccc3F)nc2n(C)c1=O,0%,-5%,-3,2%,6%,-5%,-25%,/,0.2%,6%
CCN(CC)S(=O)(=O)c1ccc(NC(=O)COc2c(OC)cccc2OC)cc1,-1%,-4%,6,/,-5%,-6%,-47%,-3%,0.3%,?
CCOC(=O)CSc1nc2ccccc2c(=O)n1-c1ccc(C)cn1,-3%,0%,-6,3%,-14%,-2%,-2%,-8%,-0.5%,-5%
COc1ccc(-c2nnc(SCC(=O)Nc3ccc4c(c3)OCCO4)n2N)cc1OC,-2%,4%,-1,1%,-2%,4%,0%,-5%,-0.2%,14%
O=C(c1cc(C(=O)N2CCCC2)cc([N+](=O)[O-])c1)N1CCCC1,7%,26%,-1,3%,6%,-2%,11%,-5%,0.4%,8%
O=C(COC(=O)c1ccc(O)cc1)NC1CCCC1,?,1%,12,-5%,-8%,8%,12%,1%,0.0%,19%
Cc1ccc(N2CS(=O)(=O)/C(=C/N(C)C)C2=O)cc1,0%,5%,6,11%,11%,?,86%,-4%,-1.3%,?
CC1(C)CC(=O)C=C(Nc2ccc([N+](=O)[O-])cc2)C1,-9%,5%,12,-11%,-23%,-81%[inhibitor],1%,-4%,0.2%,0%
